Jurkat NFkB inh = lowers PMA/ionomycin-induced NF-kB signal in Jurkat cells. PMA/ionomycin-induced NF-kB luciferase reporter, luminescence. inhibition, % at 4 µM. 330,000 tested, 0.53% active; in the data active = inhibition above about 50%
CHOP UPR activ = activators of apoptotic arm of unfolded protein response (CHOP) | CHO-CHOP luciferase reporter, UPR activation, luminescence; percent of tunicamycin response over DMSO baseline | activation, % at 10 µM | 330,000 tested, 0.34% active;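 active = at 10 µM dose, activation of 40% or more, normalized to positive control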;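 note: 100% = tunicamycin at 10 µg/mL and 0% = DMSO alone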
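Assay system: CHO cells with stable CHOP pathway luciferase reporter; Buffer or medium: F12 plus 10% serum; Times: 16-18 h cell attachment, then 6 h compound exposure, 37 °C; Signal: luciferase luminescence; Read-out basis: percent activation relative to tunicamycin control; Control set: tunicamycin high control, DMSO low control.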
697 NFkB inh = lowers PMA/ionomycin-induced NF-kB signal in 697 B cells; 697 B-cell NF-kB luciferase reporter, 16 h; 330,000 tested, 0.33% active; inhibition, % at 4 µM; AID 435022; in the data active = inhibition above about 35%
Mdm2 MdmX PPI = human Mdm2/MdmX binding inhibition. O15151+Q00987. SaOS-2 split-luciferase Mdm2/MdmX complementation, luminescence. inhibition, % at 8 µM. 330,000 tested, 3% active;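 active = inhibition of at least 50% at 8 µM in the primary screen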
Target sequence (O15151 whole entry, looked up): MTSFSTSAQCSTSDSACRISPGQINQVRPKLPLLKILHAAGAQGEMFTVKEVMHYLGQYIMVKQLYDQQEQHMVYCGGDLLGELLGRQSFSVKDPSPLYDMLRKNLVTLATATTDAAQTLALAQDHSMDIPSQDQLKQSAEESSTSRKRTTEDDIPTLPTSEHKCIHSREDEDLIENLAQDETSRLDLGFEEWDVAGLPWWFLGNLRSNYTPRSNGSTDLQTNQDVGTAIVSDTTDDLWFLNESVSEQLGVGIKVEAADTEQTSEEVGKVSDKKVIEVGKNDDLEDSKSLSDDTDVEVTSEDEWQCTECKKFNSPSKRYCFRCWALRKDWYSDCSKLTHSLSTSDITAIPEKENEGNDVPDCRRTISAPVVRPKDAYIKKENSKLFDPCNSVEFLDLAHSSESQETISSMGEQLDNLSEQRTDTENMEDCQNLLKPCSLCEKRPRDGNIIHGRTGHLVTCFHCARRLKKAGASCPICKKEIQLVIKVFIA
Target sequence (Q00987 whole entry, looked up): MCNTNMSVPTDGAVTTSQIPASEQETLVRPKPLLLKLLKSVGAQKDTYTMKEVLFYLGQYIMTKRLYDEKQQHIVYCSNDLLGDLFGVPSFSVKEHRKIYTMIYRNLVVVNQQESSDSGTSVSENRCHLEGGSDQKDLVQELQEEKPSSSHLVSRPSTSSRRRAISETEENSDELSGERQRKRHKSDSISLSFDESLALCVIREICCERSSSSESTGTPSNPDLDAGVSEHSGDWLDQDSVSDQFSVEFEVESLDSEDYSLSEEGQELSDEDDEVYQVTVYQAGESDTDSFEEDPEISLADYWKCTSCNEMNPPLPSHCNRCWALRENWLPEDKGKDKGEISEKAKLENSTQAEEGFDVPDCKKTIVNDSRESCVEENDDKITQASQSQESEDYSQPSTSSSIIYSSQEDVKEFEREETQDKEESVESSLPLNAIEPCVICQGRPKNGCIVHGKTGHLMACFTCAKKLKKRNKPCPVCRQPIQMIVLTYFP
UPR XBP1 act = adaptive UPR (XBP1) activation; 330,000 tested, 0.33% active; AID 463104; activation, % at 20 µM; CHO-XBP1 luciferase reporter, IRE1-XBP1 UPR activation, luminescence; percent of tunicamycin response, DMSO as zero;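 active = versus positive control, 20 µM dose yields 30% or more activation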;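 note: 100% = tunicamycin at 10 µg/mL and 0% = DMSO only wells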
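Material: CHO cell line with stable XBP1 luciferase reporter; schedule: 16-18 h cell attachment at 37 °C, then 6 h compound exposure; signal: glow luminescence from Steady-Glo reagent; medium: serum-containing F12 medium, 10% FBS; benchmarks: tunicamycin 10 µg/mL and vehicle-only wells; read-out: percent activation relative to tunicamycin reference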
tim23-1 inh = inhibits growth of tim23-1 mutant yeast; S. cerevisiae tim23-1 growth, BacTiter-Glo luminescence, 24 h; 330,000 tested, 1.3% active; inhibition, % at 20 µM;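 active = growth inhibition of the mutant yeast at or above 50%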;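 note: temperature-sensitive mutant grown at 25 °C; plate controls were DMSO-treated mutant yeast for no effect and medium wells lacking yeast for full effect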
TIM10 inh = growth inhibitors of TIM10 yeast strain | S. cerevisiae TIM10 strain growth, BacTiter-Glo luminescence, 24 h | inhibition, % at 10 µM | 330,000 tested, 1.4% active | AID 463195;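 active = inhibition of 40% or more at the single tested concentration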;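 note: wild-type TIM10 isogenic control strain grown at permissive 25 °C; 0% = DMSO yeast wells and 100% = minimal medium wells without yeast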
tim10-1 inh = inhibits growth of tim10-1 mutant yeast | inhibition, % at 20 µM | S. cerevisiae tim10-1 ts strain growth, BacTiter-Glo, 24 h | 330,000 tested, 2.2% active | AID 463190;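 active = inhibition of at least 40%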;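 note: mutant grown at 25 °C; 0% = DMSO wells with yeast and 100% = wells holding no yeast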
* = called active by the depositor.

SMILES	Jurkat NFkB inh	CHOP UPR activ	697 NFkB inh	Mdm2 MdmX PPI	UPR XBP1 act	tim23-1 inh	TIM10 inh	tim10-1 inh
COc1ccc(Cl)cc1NC(=O)C1CC(c2c(F)cccc2Cl)=NO1 (stereo unspecified)	5.0	-0.4	-8.1	29.1	-2.7	64.8*	64.7*	80.1*
Cn1c(NNC(=O)c2cccc3ccccc23)cc(=O)n(C)c1=O	7.2	0.5	13.5	7.3	-2.4	-1.6	12.0	9.8
CCC(=O)Nc1nc(C)cc(SCC(=O)OC)n1	5.3	0.5	-3.6	-24.0	-0.7	-2.1	-5.6	-16.0
COc1ccc(N(CC(=O)N/N=C/c2ccc3c(c2)OCO3)S(=O)(=O)c2ccc(NC(C)=O)cc2)cc1	0.5	1.6	5.7	6.1	-1.7	5.9	6.1	9.2
COc1ccccc1C(=O)COC(=O)c1ccccc1O	-11.2	3.3	-28.6	-10.3	0.6	26.2	15.5	29.6
CSc1ccc(S(=O)(=O)N2CCC(C(=O)NCc3ccccn3)CC2)cc1	6.6	0.5	17.5	3.2	-1.4	1.5	-10.8	7.5
NC(=O)C1CCN(c2nc(-c3ccccc3-c3ccccc3)cs2)CC1	-14.0	0.5	-1.1	-43.1	1.0	36.1	19.5	14.9
Cc1ccc(S(=O)(=O)c2c(C)cc(-c3ccccc3)[nH]c2=O)cc1	3.1	1.1	-24.3	19.5	-1.4	-3.5	9.3	8.0
O=C(C(=O)N1CCCCC1)c1cn(CC(=O)N2CCCCCC2)c2ccccc12	18.2	0.3	19.4	0.8	-3.2	9.5	-2.1	-0.2
O=C(O)CC1c2ccccc2S(=O)(=O)N1Cc1ccccc1 (stereo unspecified)	-5.8	0.1	10.9	23.4	1.7	8.9	1.0	-18.9
CCOC(=O)Cc1[nH]nc2c1C(c1ccsc1)C(C#N)=C(N)O2 (stereo unspecified)	-2.3	-1.4	5.3	12.0	-7.6	18.4	5.6	-10.5
Cc1ccnc(-n2c(CCN3C(=O)c4ccccc4C3=O)nc3ccccc3c2=O)c1	-0.2	2.1	7.6	-6.7	0.1	30.4	18.0	26.8
CN(C)Cc1nc2c([nH]1)c(=O)n(C)c(=O)n2C	3.5	0.1	9.4	2.8	-0.9	-18.3	2.7	7.9
CCCCNC(=O)CCCCCn1c(=O)[nH]c2cc(OC)c(OC)cc2c1=O	-4.0	-2.2	6.3	4.1	1.7	-18.9	10.6	2.1
O=C1CC(C(=O)N2CCc3ccccc32)CN1c1ccc(F)cc1 (stereo unspecified)	3.1	2.4	12.0	12.4	1.3	-5.1	-14.6	-22.6
O=C(NCCC1=CCCCC1)C(=O)NCc1ccccc1	-17.3	0.1	-13.9	18.3	0.4	-3.3	-8.3	7.0
CCc1nnc(NC(=O)c2cc(-c3ccncc3)nc3ccccc23)s1	-11.3	-1.5	14.1	-10.1	0.9	17.1	3.7	6.9
COC(=O)c1ccc(CNC(=O)C2CCC(=O)N(C3CCCCCC3)C2)cc1 (stereo unspecified)	-3.3	-1.0	16.4	-5.8	-4.4	8.9	-1.3	12.8
O=C(Nc1nnc(COc2ccc(Cl)cc2)s1)c1cccs1	7.2	1.0	-8.5	-45.9	-2.3	-1.6	-0.1	-5.9
O=C(COc1ccccc1)N1CCN=C1c1ccccc1	-10.6	-0.6	-5.6	14.3	0.2	18.6	-0.6	11.4
COc1cc(OC)c(NC(=O)CCNS(=O)(=O)c2ccc3c(c2)CC(C)N3C(C)=O)cc1Cl (stereo unspecified)	-12.7	-2.8	11.6	15.2	-4.4	-2.1	1.6	-18.4
CCOC(=O)c1ccc(S(=O)(=O)NNS(=O)(=O)c2ccc(C)cc2)cc1	8.8	-0.6	20.6	-16.9	0.5	8.6	-6.3	-24.6
Cc1ccnc(SC2CC(=O)N(c3ccc(F)cc3)C2=O)n1 (stereo unspecified)	11.8	-1.2	6.2	4.4	-2.5	11.1	7.5	13.8
COc1ccccc1NC(=O)C(C)OC(=O)CC1CCCC1 (stereo unspecified)	16.3	0.2	2.6	20.2	-3.8	10.0	-0.1	16.0

A run of entries from further up:
SMILES	Jurkat NFkB inh	CHOP UPR activ	697 NFkB inh	Mdm2 MdmX PPI	UPR XBP1 act	tim23-1 inh	TIM10 inh	tim10-1 inh
COc1cc(OC)c(NC(=O)CCNS(=O)(=O)c2ccc3c(c2)CC(C)N3C(C)=O)cc1Cl (stereo unspecified)	-12.7	-2.8	11.6	15.2	-4.4	-2.1	1.6	-18.4
CCOC(=O)c1ccc(S(=O)(=O)NNS(=O)(=O)c2ccc(C)cc2)cc1	8.8	-0.6	20.6	-16.9	0.5	8.6	-6.3	-24.6
Cc1ccnc(SC2CC(=O)N(c3ccc(F)cc3)C2=O)n1 (stereo unspecified)	11.8	-1.2	6.2	4.4	-2.5	11.1	7.5	13.8

Next section
SMILES	Jurkat NFkB inh	CHOP UPR activ	697 NFkB inh	Mdm2 MdmX PPI	UPR XBP1 act	tim23-1 inh	TIM10 inh	tim10-1 inh
O=C1CSC(c2cccnc2)N1c1cccc(Cl)c1 (stereo unspecified)	26.8	-1.5	21.1	-30.7	-0.5	-0.9	-7.3	-11.3
C=CCNC(=O)CSc1ncc2c(n1)-c1c(csc1SC)CC2	0.4	-0.1	-11.4	16.4	-2.3	28.8	10.9	30.8
CCOc1cc(CNCc2cccs2)cc(Br)c1OC	7.7	-2.3	-7.9	11.1	-3.4	8.5	11.2	16.3
COc1ccccc1N1CCN(C(=O)CSc2nc(N)cc(=O)[nH]2)CC1	6.7	0.6	-7.4	16.9	-0.3	-21.0	-11.1	0.6
CCOC(=O)C1CCN(C(=O)c2ccccc2NS(=O)(=O)c2ccc(C)cc2)CC1	-7.5	-1.8	-13.5	17.0	-4.7	25.3	10.8	25.7
CC(=O)c1ccc(NC(=O)C(C)OC(=O)C2CCN(c3ccc(C(F)(F)F)cn3)CC2)cc1 (stereo unspecified)	6.6	0.4	-7.9	4.1	-0.6	37.4	9.9	37.9
O=C(CCCN1C(=O)/C(=C/c2cccs2)SC1=S)Nc1ccccc1O	1.4	-0.2	-8.2	54.1*	-1.4	6.5	-13.5	-6.9
COc1ccc(NC(=S)NNC(=O)c2ccccc2OC(F)F)cc1	52.9*	-1.7	-41.5	42.2	1.2	17.9	3.6	21.8
O=c1nc2ccccc2c(NS(=O)(=O)c2ccc(Cl)cc2)n1-c1ccccc1	-38.3	2.7	-66.5	-8.9	-1.0	-13.8	7.1	13.1
O=c1[nH]cc(C(F)(F)F)cc1NS(=O)(=O)c1ccccc1[N+](=O)[O-]	11.8	-0.3	6.3	8.9	-4.3	0.9	-2.4	5.1
CC(=O)c1ccc(OCC(=O)Nc2ccccc2N2CCCC2)cc1	2.6	-0.3	-9.4	4.7	-0.2	14.1	9.4	13.1
CO/N=C(/CS(=O)(=O)c1ccc(C)cc1)c1ccc(OC)cc1	7.8	0.5	4.2	7.6	-2.6	17.4	1.4	4.9
COc1ccc(-c2noc(C3CCCN(C(=O)c4ccccc4)C3)n2)cc1 (stereo unspecified)	-12.6	4.9	-36.4	17.0	-0.7	12.4	30.2	7.4
C[C@H](NC(=O)COc1ccc(Cl)cc1)C(=O)N1CCC2(CC1)NCCc1[nH]cnc12	8.4	0.0	-6.8	21.8	0.2	4.4	-2.8	16.3
CC(=O)Nc1cccc(Oc2nc(-c3ccccn3)nc3ccccc23)c1	4.0	0.0	7.0	10.0	-2.4	27.6	44.8*	36.4
CC1CCN(C(=O)CSc2nc3[nH]ncc3c(=O)[nH]2)CC1	17.1	1.0	-2.9	-10.5	-3.1	12.0	22.4	5.0
N/C(=N\OC(=O)CCCc1ccccc1)c1ccc(Br)cc1	11.2	1.6	-2.0	6.8	-5.4	19.2	22.7	24.9
Cn1c(-c2nonc2N)nc2ccccc21	-3.0	-0.6	-4.4	24.8	-0.5	10.8	7.8	8.0
Cc1ccc(NC(=O)CN2CCCC2)cc1	-8.2	1.1	5.0	-16.5	-3.0	-4.4	-2.6	-9.1
COc1ccc(N(CC(=O)Nc2cccc(C(C)=O)c2)S(=O)(=O)c2ccc(NC(C)=O)cc2)cc1	3.2	2.6	14.2	12.1	-5.4	19.5	3.2	4.9
CCOC(=O)c1c(S(=O)(=O)NCc2ccc(OC)cc2)c(C)n(C)c1C	5.1	-0.6	6.8	1.9	1.3	22.0	20.0	34.9
O=C(O)c1ccc(SCc2ccccc2)nc1	9.6	-1.6	-4.9	12.6	1.3	4.8	2.0	-4.0
O=C(CSc1ncn(-c2ccccc2)n1)Nc1nccs1	-0.4	-1.1	19.6	-15.1	-2.3	-6.8	-2.4	-2.5
N#CC1=C(N)N2C(=C(C#N)C1c1ccccc1)Sc1ccccc12 (stereo unspecified)	-31.7	-0.9	-0.1	4.1	-4.0	3.9	4.5	-2.7
CC1(C)CC2(CCO1)C(Nc1ccccc1)=NC(=S)N2CC(N)=O (stereo unspecified)	-5.5	-0.5	-4.1	-3.5	-0.9	-2.7	-20.5	-3.5
COCCNC(=O)COc1ccccc1Cl	3.0	1.9	12.4	31.3	-1.0	-5.5	-5.6	2.1
C=C1C(C(=O)Nc2ccccc2)C1C(=O)Nc1ccccc1 (stereo unspecified)	3.1	1.0	23.9	-19.7	-1.4	2.8	-15.6	8.7
COc1ccccc1/C=C1\N=C(C(C)(C)C)OC1=O	2.9	-1.3	-18.2	18.7	-1.2	51.2*	46.7*	44.4*
CC(=O)c1cccc(NC2c3ccccc3C(=O)N2Cc2ccc3c(c2)OCO3)c1 (stereo unspecified)	-4.5	-0.8	-0.5	18.0	-1.6	-0.6	9.7	8.3
O=C(CN1c2cccc3cccc(c23)S1(=O)=O)Nc1ccccc1Br	6.2	-0.1	-16.4	-17.7	1.8	16.6	9.3	-1.9
Cc1cc(C)c2c(c1)SC1=NC(c3ccccc3)(C(F)(F)F)NC(=O)N12 (stereo unspecified)	-18.6	38.0	-35.1	-15.2	46.3*	20.2	14.7	-3.3
CN(C)CCN=Cc1c(O)n(-c2ccc(S(=O)(=O)N3CCOCC3)cc2)c(=O)c2ccccc12	-8.9	2.1	-8.6	-3.5	-0.5	-13.0	-1.1	-3.5
COC(=O)C(CC(=O)c1ccc(Br)cc1)n1ccnc1 (stereo unspecified)	7.6	2.7	-1.4	98.5*	-0.8	49.4	33.9	72.2*
CS(=O)(=O)N(CC(=O)N1CCOCC1)Cc1ccccc1	-3.8	-2.5	1.8	16.2	-4.1	4.1	-7.1	-12.5
CNC(=O)c1ccsc1NC(=O)C1CCCN1S(=O)(=O)c1cccs1 (stereo unspecified)	0.5	-0.2	5.8	-0.3	-3.6	13.0	-3.4	14.0
COc1ccc(C(CC(=O)c2ccccc2)CC(=O)c2ccccc2)cc1OC	-10.8	-0.3	8.5	-2.5	-2.4	15.5	-0.1	4.1

Compound profiles (already shown). Order of values: Jurkat NFkB inh	CHOP UPR activ	697 NFkB inh	Mdm2 MdmX PPI	UPR XBP1 act	tim23-1 inh	TIM10 inh	tim10-1 inh
CC1(C)CC2(CCO1)C(Nc1ccccc1)=NC(=S)N2CC(N)=O (stereo unspecified) across the screens: -5.5	-0.5	-4.1	-3.5	-0.9	-2.7	-20.5	-3.5
COc1ccc(C(CC(=O)c2ccccc2)CC(=O)c2ccccc2)cc1OC across the screens: -10.8	-0.3	8.5	-2.5	-2.4	15.5	-0.1	4.1

Following part
SMILES	Jurkat NFkB inh	CHOP UPR activ	697 NFkB inh	Mdm2 MdmX PPI	UPR XBP1 act	tim23-1 inh	TIM10 inh	tim10-1 inh
Cc1ccc(SCCC(=O)Nc2nccs2)cc1	4.1	1.7	18.6	15.7	-0.5	1.7	0.3	-20.3
O=C(NCCCc1ccccc1)C1CCN(S(=O)(=O)c2ccc(F)cc2)CC1	12.3	2.1	1.9	5.0	-3.7	6.8	1.5	13.7
Nc1c(C(=O)NCc2ccc(Cl)cc2)sc2nc3c(c(C(F)(F)F)c12)CCC3	-5.3	0.1	0.9	-17.7	3.1	30.2	3.9	45.9*
COCCC(=O)N1CCC(Oc2ccc(C(=O)N3C[C@H]4CC[C@H]3C4)cc2)CC1	-8.8	0.3	-22.1	-9.0	1.3	-3.6	10.6	-9.6
